Bioassay records (PubChem)
MmCpn inh: M. maripaludis TRiC chaperonin inhibition | purified Mm-Cpn ATPase, ADP Transcreener TR-FRET | Potency, µM (titrated, usually from 76.9 µM), without a hit: top-dose activity, negative = inhibition, usual class: inhibitors | 0.031% of 330,000 active | AID 504842; further: potency means the concentration at half of the fitted maximal effect; on the % scale 0 is the no-effect control and ±100 the full control effect; nearly all actives have a fitted effect of over 80% in size
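Quantitative HTS used 25 nM Mm-CPN and 10 uM ATP in magnesium/KCl Tris buffer, pH 7.4, with 1 mM DTT. Hydrolysis ran 30 min at 37°C; ADP was read by HTRF.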
TGFb inhibitor: inhibitors of TGF-b signaling. Potency, µM (titrated, usually from 46.1 µM), for the others: at the top dose activity, negative = inhibition, actives largely listed as inhibitors. HepG2 CAGA-GFP TGF-b/SMAD3 reporter, GFP fluorescence, 18 h; TGF-beta stimulated, 500 pg/mL final. 1.2% of 410,000 active. AID 588855; further: potency means the concentration at half of the fitted maximal effect; on the % scale 0 is the no-effect control and ±100 the full control effect; nearly all actives have a fitted effect of over 65% in size
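HEPG2 CAGA-GFP, 1000 cells/well; 2 h settle, 37 C; cpd via pin tool; TGF-b 500 pg/mL final; 18 h, 37 C; GFP imaging ex488/em500-530; %Activity normalised to -TGF-b and +DMSO controls; CRC fit, curve class.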
CCT chaperon mod: modulators of cytosolic chaperonin (CCT/TRiC) activity. purified chaperonin ATPase assay, HTRF ADP detection, 30 min. activity change, % (test concentration not listed), hits read low. 0.3% of 360,000 active. AID 651819; in the data active means activity change below about -30%; further: on the % scale 0 is the no-effect control and ±100 the full control effect
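We incubate TRiC, 40 or 20 nM final, with library compounds at 76 uM and 10 uM ATP for 30 min at 37 °C. ADP formed is detected with Transcreener HTRF reagents after 30 min at room temperature.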
A549 viability: kills or reduces viability of A549 cells in Nrf2 counter-screen; A549 ARE-Fluc cells, CellTiter-Fluor viability, 18-24 h; Potency, µM (highest dose often 46 µM), without a hit: top-dose activity change, negative = cytotoxicity, most hits filed as inhibitors; 0.16% of 390,000 active; AID 504648; further: potency means the concentration at half of the fitted maximal effect; on the % scale 0 is the no-effect control and ±100 the full control effect
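A549 ARE-Fluc cells in 5% FBS OPTI-MEM, 5000 cells/well, rested 2 h then exposed to compounds in concentration-response for 18-24 h at 37 °C. Viability by CellTiter-Fluor fluorescence (Ex 405/Em 525) after 30 min; luciferase luminescence (BugLite, 15 min, RT) read afterwards.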
Nrf2 activator: activators of Nrf2 (ARE) signaling | AREc32 ARE-luciferase reporter (MCF7-derived line), luminescence, 24 h | Potency, µM (doses to about 46.1 µM), for inactives: at the highest dose activation, hits mostly activators | 0.31% of 410,000 active; further: potency means the concentration at half of the fitted maximal effect; % of control where 0% means no effect; nearly all actives have a fitted effect of over 65% in size
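AREc32_Fluc, 1000 cells/well, OPTI-MEM + 5% FBS, o/n 37 deg C 5% CO2; 23 nL cpd by pin tool, 24 hr; Steady-Glo 30 min RT, luminescence.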
Abeta rescue: compounds reversing amyloid beta toxicity in yeast; yeast expressing A-beta42, growth rescue, OD600, 48 h; response scale: 0% DMSO, 100% iron-clioquinol control; Potency, µM (series often up to 46.1 µM), for inactives: at the highest dose growth rescue, most hits filed as activators; 0.063% of 410,000 active; further: potency means the concentration at half of the fitted maximal effect; nearly all actives have a fitted effect of over 55% in size
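Yeast A-beta toxicity model in growth medium with pinned compounds, 48 h at 30 C; growth read as absorbance at 600 nm. Normalized to FeCl3/clioquinol equimolar mix (positive) and DMSO (negative).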
Nrf2 inh: Nrf2 pathway inhibition; 2.1% of 360,000 active; A549 ARE-Fluc reporter, luciferase luminescence, 18-24 h; Potency, µM (series often up to 46 µM), for inactives: at the highest dose activity change, negative = inhibition, hits mostly inhibitors; further: potency means the concentration at half of the fitted maximal effect; on the % scale 0 is the no-effect control and ±100 the full control effect; nearly all actives have a fitted effect of over 60% in size
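In this cell-based qHTS, ARE-driven firefly luciferase in A549 cells reports Nrf2 activity; the luminescent signal after BugLite lysis is the measured value, with a prior CellTiter-Fluor read for cell health.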
HepG2 tox: kills HepG2 cells in TGF-b inhibitor counter-screen. HepG2 CAGA-GFP viability, ATP luminescence, 18 h. Potency, µM (series often up to 46.1 µM), without a hit: top-dose activity change, negative = cytotoxicity, most hits filed as cytotoxic. 0.76% of 410,000 active. AID 588856; further: potency means the concentration at half of the fitted maximal effect; some results filed as inactive show a strong effect at the top dose
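HepG2 CAGA-GFP cells (1000/well, DMEM with 1% FBS) received compound, then TGF-beta at 500 pg/mL final, and were incubated 18 hours at 37 degrees C. Viability was read by CellTiter-Glo luminescence. Media-only wells were set as complete cell-killing and DMSO as no toxicity.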
pAkt inh: Akt phosphorylation inhibition; 0.32% of 360,000 active; activity change, % for hits at 50 µM; Neuro2A IGF-stimulated pAkt S473 HTRF, 20 min; active compounds read low; AID 651550; in the data active means activity change below about -80%; inconclusive means mostly about -51% to -80%; further: on the % scale 0 is the no-effect control and ±100 the full control effect
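Neuro2A cells (4,500/well, DMEM with 0.5% FBS) were treated with compound at a single 50 µM final concentration, stimulated with 6 nM IGF for 20 min at 37 °C, and lysed. Phospho-Akt Ser473 was read by HTRF as 665/615 ratio ×10^4.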
Active calls of the source: *; i = inactive; u = inconclusive; x = not tested or not shown; & = joins results of further samples; [ ] = remark or other dose. Unless noted, the call rests on the fitted dose curve; in most records, active means well fitted curve in the direction sought with a large enough effect; inconclusive means small, poorly fitted or top-dose-only effect, or another doubt; inactive means no such curve, though single readings can be large; an effect the other way counts as inactive or inconclusive.

Order of results: pAkt inh	Nrf2 inh	MmCpn inh	TGFb inhibitor	A549 viability	Nrf2 activator	HepG2 tox	CCT chaperon mod	Abeta rescue
1	c1coc(-c2cc3nc(NCc4ccc5c(c4)OCO5)ccn3n2)c1
  i	x	x	3%	x	14%[9.22 µM]	-13%	-2.3	-12%
2	COCCCNC(=O)C1CCC(CNS(=O)(=O)c2ccc3c(c2)N(C(C)=O)CCO3)CC1 (stereo unspecified)
  x	14%	-1%	-2%	12%	-0.4%	-4%	-3.5	-9%
3	CC1CCCN(CCCOc2ccc(Cl)cc2Br)C1 (stereo unspecified)
  i	3%	-5%	u	5%	2.6%	-48%	0.4	0%
4	CCn1nc(C)cc1C(=O)N1CCc2c([nH]c3ccccc23)C1c1cc(F)ccc1F (stereo unspecified)
  i	u	0%	-13%	-1%	11%	6%	0.4	-1%
5	CCc1ccccc1Nc1nn2c(=O)c3ccc(C(=O)Nc4cc(C)cc(C)c4)cc3nc2s1
  x	7%	x	-21%	9%	-0.5%	-26%	x	-16%
6	O=Cc1c[nH]c2ccc(C(=O)c3ccccc3)cc12
  i	5%	4%	19%	5%	4.4%	-40%	-0.7	-4%
7	COc1ccc(NC(=O)CCc2nnc3n(CC(C)C)c(=O)c4ccccc4n23)cc1OC
  x	2%	x	-21%	2%	0.5%	6%	x	-3%
8	Cc1ccccc1S(=O)(=O)Cc1ccc(C(=O)NCCN(CC(C)C)CC(C)C)o1
  i	22%	-2%	0%	9%	0.2%	3%	-5.5	1%
9	CC(C)n1nnnc1C1c2ccccc2C(=O)N1CCCN1CCOCC1 (stereo unspecified)
  i	x	x	x	x	-1.0%	x	-1.9	-14%
10	O=c1c(C(c2ccccc2)c2c(O)nc3n(c2=O)CCCS3)c(O)nc2n1CCCS2
  i	-2%	-2%	1%	-4%	0.5%	8%	-2.9	10%
11	CC(C)(C)OC(=O)N1CCC(C(=O)Nc2ccc(C(=O)NCCc3ccccc3)cc2)CC1
  i	12%	x	-19%	7%	3.7%	-6%	1.3	-1%
12	CCOc1ccc(C(C)=O)cc1CSC(=N)N
  i	17%	-1%	5%	-10%	-0.4%	-5%	-0.7	-8%
13	CCOc1ccccc1CN1CCC(CO)(CCOc2ccccc2)CC1
  i	17%	-4%	5%	0%	-0.1%	3%	-1.1	-6%
14	COC(=O)c1ccc(NC(=O)CSc2nc(=O)[nH]c3c2CCCC3)cc1
  x	x	x	4%	-4%	5.9%	0%	x	-20%
15	Cc1ccc(C)c(NC(=O)Cn2nnc(-c3ccc(N4CCOCC4)cc3)n2)c1
  i	4%	0%	-1%	3%	-1.0%	-1%	-79*	1%
16	COc1ccc(SCC(CC(C)C)N2CCN(C)CCC2=O)cc1 (stereo unspecified)
  x	u	x	-22%	-1%	x	-22%	x	x
17	CC(C)(C)OC(=O)N1CCC(c2c(C(=O)N3CCN(c4ccccn4)CC3)cnn2-c2ccc(F)cc2)CC1
  x	u	x	-23%	-1%	0.4%	-22%	x	8%
18	O=C(C[N+]12CC[N+](CC(=O)c3ccc(F)cc3)(CC1)CC2)c1ccc(F)cc1
  i	3%	0%	19%	0%	0.5%	3%	0.4	1%
19	CC(C)C(=O)Nc1ccc(NC(=O)c2cccc(F)c2)cn1
  i	25%	-1%	-3%	-2%	1.7%	8%	-0.4	20%
20	O=C(CSc1cn(CC(=O)N2CCOCC2)c2ccccc12)N1CCOCC1
  i	-3%	3%	-6%	0%	0.1%	3%	-1.6	9%
21	COc1ccc(N(C)C(=O)NCc2noc3ccc(C)cc23)c(OC)c1
  x	-5%	x	-24%	4%	2.0%	-8%	x	-7%
22	O=C(c1nc(-c2ccc(Cl)cc2)n2c1CCCCC2)N1CCN(c2ccc(F)cc2)CC1
  x	-23%	x	u	u	0.7%	-31%	x	-21%
23	CCOCCc1c(O)nc(SCC(=O)NCc2ccco2)[nH]c1=O
  i	8%	2%	9%	5%	-0.3%	-1%	1.6	12%
24	CC(=O)Oc1cccc(C(=O)Nc2c[nH]c(=O)[nH]c2=O)c1
  i	2%	-2%	-27%	7%	-0.4%	3%	1.5	-7%
25	COCC(=O)Nc1cc(OC)c(Cl)cc1OC
  i	13%	1%	-7%	-6%	-0.6%	1%	-1.2	13%
26	COc1ccc(C(C(=O)NC2CCCC2)N(CCCO)C(=O)Cn2nnc(-c3ccc(C)o3)n2)cc1 (stereo unspecified)
  i	u	-1%	12%	-18%	0.1%	9%	0.7	0%
27	N#CCC1c2ccccc2CCN1C(=O)Nc1ccc(C(F)(F)F)cc1 (stereo unspecified)
  i	x	2%	-25%	0%	-0.1%	-14%	0.2	-22%
28	O=S1(=O)CCC(NC(=S)Nc2ccc(Cl)cc2)C1 (stereo unspecified)
  i	4%	-10%	-16%	1%	0.3%	18%	1.1	-23%
29	O=C(CN1C(=O)c2ccccc2S1(=O)=O)NCCSCc1c(F)cccc1Cl
  i	5%	1%	-21%	2%	-0.1%	-16%	-1.5	-16%
30	CCCCN(C(=O)c1ccc2ccccc2c1)c1c(N)n(CCCC)c(=O)[nH]c1=O
  i	u	-4%	-31%	2%	-0.3%	4%	1.1	-13%
31	COc1ccc([C@H]2CC(=O)C=C(c3cccc(OC(F)(F)F)c3)C2)cc1
  i	-12%	1%	-16%	0%	-0.3%	-33%	0.4	13%
32	CCC(=O)N1CCc2cc(Br)cc(S(=O)(=O)N3CCC(C(=O)NC(C)C)CC3)c21
  i	11%	-1%	-1%	-11%	0.4%	10%	-0.4	10%
33	CCCN1CCc2nc(SCC(=O)Nc3ccc(C)c(Cl)c3)[nH]c(=O)c2C1
  i	u	0%	-4%&10%	18%&-2%	7.8%&6.2%	2%&5%	-0.5	-20%&-11%
34	O=C(CSc1nc2ccccc2[nH]1)NCCc1ccc(Cl)cc1
  i	-15%	2%	u	4%	2.8%	-31%	-0.8	0%
35	CC(=O)c1ccc(NC(=O)CSc2nc(=O)n3cccc(C)c3n2)cc1
  i	-20%	-1%	12%	-1%	0.0%	-5%	0.2	-4%
36	CCCc1cc(=O)oc2c(C)c(OCC(=O)N3CCC[C@@H]3C(=O)O)ccc12
  i	5%	-1%	-10%	1%	0.8%	-10%	-1.4	-16%
37	CC(NC(=O)CSc1nc2sc3c(c2c(=O)n1-c1ccccc1)CCCC3)c1ccccc1 (stereo unspecified)
  i	u	0%	-7%	-2%	-0.2%	-14%	-0.9	5%
38	O=C(CCN1CCN(S(=O)(=O)c2ccc(Br)cc2)CC1)Nc1ccccc1F
  i	-3%	2%	u	5%	-0.2%	19%	-2.6	13%
39	CCc1ccc(OCC(=O)NCC(c2ccc(OC)cc2)N2CCOCC2)cc1 (stereo unspecified)
  x	3%	x	u	0%	3.6%	-6%	x	2%
40	CCOC(=O)N1CCC(N2C(=O)c3ccccc3C2=O)CC1
  i	-5%	2%	4%	7%	-0.1%	6%	1.0	11%
41	CCOc1ccc(CNC(=O)Cn2nc(C)c3nn(-c4ccc(Cl)cc4)c(C)c3c2=O)cc1
  x	x	x	19%	-21%	1.9%	9%	x	-13%
42	N#CCC(=O)N/N=C/c1c2ccccc2cc2ccccc12
  i	5%	-1%	-3%	-6%	4.9%	-22%	-2.5	11%
43	Cc1ccc(N2C(=N)/C(=C3/Nc4ccccc4S3)C(c3ccccc3)C2=O)cc1 (stereo unspecified)
  i	-5%	0%	0%	0%	-0.8%	-2%	-0.3	4%
44	O=C(Nc1ccc(NC(=O)c2ccc(Br)cc2)c(Cl)c1)c1ccc(Br)cc1
  x	8%	x	3%	15%	0.9%	0%	x	1%
45	COc1ccc(N2CCN(c3ccc(Cl)nn3)CC2)cc1
  i	u	3%	-26%	0%	-0.7%	-14%	-1.1	5%
46	COc1ccc(-c2nn(-c3ccc(F)cc3)c3c2cnc2ccc(F)cc23)cc1OC
  x	9%	x	-4%	7%	0.5%	11%	x	-2%
47	COc1ccc2[nH]c(C)c(CCNC(=S)Nc3cccc(C)c3C)c2c1
  i	-16%	0%	u	-7%	2.3%	-43%	0.4	2%
48	CCOC(=O)CSc1nc2c(sc(=S)n2-c2ccc(OCC)cc2)c(=O)[nH]1
  i	-26%	-6%	1%	-3%	0.0%	4%	0.1	-5%
49	CCc1noc(N)c1C(=O)Nc1ccc(Cl)cc1
  i	-30%	-1%	1%	2%	3.2%	0%	-2.9	-11%
50	Cc1cccc(N2CCN(S(=O)(=O)c3ccc(-c4ccc(=O)[nH]n4)o3)CC2)c1C
  i	13µM*	4%	u	u	-0.6%	-26%	-2.2	5%
51	COc1ccccc1-c1ccc(Nc2ccc(C(=O)N3CCOCC3)cc2)nn1
  i	u	1%	10%	-4%	0.5%	-4%	1.4	-1%
52	CC(C)c1ccc2c(c1)C(N1CCN(C)CC1)Cc1cccnc1S2 (stereo unspecified)
  i	u	x	22%	-5%	2.9%	-12%	0.8	17%
53	COc1cc2c(cc1OC)C(CNC(=O)C=Cc1ccccc1)C2 (stereo unspecified)
  i	x	x	5%	x	3.2%	-12%	-0.2	-3%

Part of the list above, as labelled records:
45. COc1ccc(N2CCN(c3ccc(Cl)nn3)CC2)cc1
  pAkt inh: i | Nrf2 inh: u | MmCpn inh: 3% | TGFb inhibitor: -26% | A549 viability: 0% | Nrf2 activator: -0.7% | HepG2 tox: -14% | CCT chaperon mod: -1.1 | Abeta rescue: 5%

46. COc1ccc(-c2nn(-c3ccc(F)cc3)c3c2cnc2ccc(F)cc23)cc1OC
  pAkt inh: x | Nrf2 inh: 9% | MmCpn inh: x | TGFb inhibitor: -4% | A549 viability: 7% | Nrf2 activator: 0.5% | HepG2 tox: 11% | CCT chaperon mod: x | Abeta rescue: -2%
